# Screens from PubChem.
# Tau fibril ThT = tau fibrillization inhibition (ThT binding). P10636. recombinant tau K18 P301L, heparin-induced fibrillization, ThT fluorescence. Potency, µM (series often up to 57.4 µM), without a hit: top-dose activity, negative = inhibition, hits mostly inhibitors. 270,000 tested, 2.1% active; further: on the % scale 0 is the no-effect control and ±100 the full control effect; nearly all actives have a fitted effect of over 55% in size
# Target sequence (P10636 561-689 P618L limits assumed): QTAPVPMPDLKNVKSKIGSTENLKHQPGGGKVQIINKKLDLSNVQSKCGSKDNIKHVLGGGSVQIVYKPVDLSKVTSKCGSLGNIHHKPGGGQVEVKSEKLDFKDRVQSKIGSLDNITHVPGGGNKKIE
#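 Aggregation was driven by heparin (20 uM final) acting on recombinant tau […] bearing P301L in 100 mM sodium acetate pH 7; fibrils were detected with Thioflavin T.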
# TR SRC2 fluor cs = Texas Red fluorescence interference in TRb-SRC2 counter-screen | TRb/SRC2 Texas Red total fluorescence interference | 280,000 tested, 0.29% active | Potency, µM (series often up to 106 µM), for the others: at the top dose fluorescence change, negative = quenching; active means well fitted curve in either direction with a large enough effect; inconclusive means small, poorly fitted or top-dose-only effect; further: on the % scale 0 is the no-effect control and ±100 the full control effect
#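 Human TRb ligand-binding domain at 0.6 uM with 20 nM Texas Red SRC2 peptide in Tris buffer containing 1 uM T3 and 5% DMSO, incubated with compound 5 h at ambient temperature. Total fluorescence (555/632 nm) calculated as parallel + 2 × perpendicular.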
# HTT cytoprotect = protects HTT-Q103 PC12 cells, measured by ATP. PC12 HTT-Q103 induced, cytoprotection, ATP luminescence, 40 h. Potency, µM (titrated, usually from 56.4 µM), for inactives: cytoprotection (ATP increase), usual class: activators. AID 1471. 230,000 tested, 0.14% active;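 further: % of control where 0% means no effect; nearly all actives have a fitted effect of over 45% in size; toxic huntingtin expression switched on by the ecdysone agonist tebufenozide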
#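 Quantitative HTS on tebufenozide-induced (100 nM) PC12 cells expressing HTTQ103 exon 1–GFP; compounds tested as a concentration series; survival measured via cellular ATP.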
# Tau fibril FP = blocks human tau fibril formation measured by polarization; K18 P301L tau heparin fibrillization, Alexa594 FP, 6 h; AID 1468; 280,000 tested, 0.39% active; Potency, µM (highest dose often 57.7 µM), for the others: at the top dose activity, negative = inhibition, hits mostly inhibitors; P10636; further: on the % scale 0 is the no-effect control and ±100 the full control effect; nearly all actives have a fitted effect of over 55% in size
#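 FP of Alexa 594-tau after heparin (20 uM) induction. Substrate: human K18 P301L, 15 uM unlabeled, 0.24 uM labeled. Buffer 100 mM sodium acetate pH 7. 6 hr, 37 C.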
# TRb-SRC2 inh = TRbeta-SRC2 interaction inhibition | 280,000 tested, 0.065% active | P10828 | Potency, µM (highest dose often 106 µM), inactives show top-dose activity change, negative = inhibition, hits mostly inhibitors | TRbeta-SRC2 peptide binding, fluorescence polarization; receptor liganded with 1 µM T3 | AID 1469;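 further: plate controls were bound peptide for no effect and peptide without receptor for full effect; nearly all actives have a fitted effect of over 50% in size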
#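 Polarization signal, normalized between peptide-alone and full complex controls, measured compound effects on T3-liganded human TRb LBD (0.6 uM) binding 20 nM Texas Red SRC2 peptide after 5 hr.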
# Tau fluor counter = counter-screen for tau fibril formation inhibitors | 280,000 tested, 0.93% active | Potency, µM (titrated, usually from 57.7 µM), for inactives: at the top dose activity change, negative = decrease | tau K18 P301L Alexa594 fluorescence, heparin fibrillization; further: on the % scale 0 is the no-effect control and ±100 the full control effect; nearly all actives have a fitted effect of over 55% in size
#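 Human tau K18 P301L (15 uM unlabeled, 0.24 uM Alexa 594-labeled) in 100 mM sodium acetate pH 7 with 20 uM heparin, 6 hr at 37 C. ThT 30 uM added, 1 hr ambient; Alexa 594 FP and total fluorescence read at 555/632 nm.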
# L3MBTL1 block = L3MBTL1 (human) inhibition; Q9Y468; 230,000 tested, 0.66% active; AlphaScreen L3MBTL1–H3K9me1 peptide binding; Potency, µM (series often up to 57.1 µM), inactives show top-dose activity, negative = inhibition, hits mostly inhibitors; further: on the % scale 0 is the no-effect control and ±100 the full control effect; nearly all actives have a fitted effect of over 60% in size
# Target sequence (Q9Y468 whole entry, looked up): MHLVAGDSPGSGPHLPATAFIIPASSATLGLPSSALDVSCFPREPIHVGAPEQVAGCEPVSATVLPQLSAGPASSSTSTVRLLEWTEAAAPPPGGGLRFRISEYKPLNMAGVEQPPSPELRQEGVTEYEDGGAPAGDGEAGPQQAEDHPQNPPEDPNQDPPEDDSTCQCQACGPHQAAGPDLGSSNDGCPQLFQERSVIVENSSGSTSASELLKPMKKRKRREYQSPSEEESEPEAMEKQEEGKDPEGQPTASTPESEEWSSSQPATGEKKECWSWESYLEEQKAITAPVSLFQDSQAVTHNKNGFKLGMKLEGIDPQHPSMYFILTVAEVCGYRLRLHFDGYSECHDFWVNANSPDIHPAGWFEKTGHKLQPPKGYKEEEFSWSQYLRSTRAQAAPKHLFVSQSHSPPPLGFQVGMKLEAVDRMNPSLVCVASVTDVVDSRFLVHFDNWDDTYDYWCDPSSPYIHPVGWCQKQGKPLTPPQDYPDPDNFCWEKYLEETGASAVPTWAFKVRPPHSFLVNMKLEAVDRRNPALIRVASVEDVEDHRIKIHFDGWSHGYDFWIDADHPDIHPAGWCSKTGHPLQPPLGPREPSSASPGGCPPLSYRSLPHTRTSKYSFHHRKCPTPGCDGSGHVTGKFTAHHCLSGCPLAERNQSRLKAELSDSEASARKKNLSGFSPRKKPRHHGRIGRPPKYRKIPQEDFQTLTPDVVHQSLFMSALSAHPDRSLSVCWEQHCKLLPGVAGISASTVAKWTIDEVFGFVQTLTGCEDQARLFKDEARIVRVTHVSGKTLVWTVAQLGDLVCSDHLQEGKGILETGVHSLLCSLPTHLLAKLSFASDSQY
#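 Read-out is AlphaScreen signal from streptavidin donor and nickel chelate acceptor beads (10 ug/mL final each) bridging L3MBTL1 (50 nM) and biotinylated K9-monomethylated H3(1-15) peptide (75 nM), after 30 min compound exposure at room temperature.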
# RECQ1 helicase = inhibitors of human RECQ1 DNA helicase; AID 2549; P46063; Potency, µM (titrated, usually from 57.3 µM), inactives show at the top dose activity, negative = inhibition, actives largely listed as inhibitors; 240,000 tested, 0.54% active; RECQ1 DNA unwinding, red fluorescence kinetic read;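 further: plate controls were vehicle for no effect and no enzyme for full effect; nearly all actives have a fitted effect of over 30% in size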
#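 50 nM RECQ1T1 preincubated 15 min with compound in Tris pH 8.0 buffer with MgCl2, DTT, Tween-20 and 2.5 ug/ml poly(dI-dC); started with 200 nM TAMRA/BHQ-2 forked duplex and 2 mM ATP. Unwinding read as fluorescence (525/598 nm), two reads 2 h apart.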
# * = called active by the depositor; i = inactive; ? = inconclusive; · = no result given; & = joins results of further samples; [ ] = another dose, or the depositor's remark. Unless noted, the call rests on the fitted dose curve; in most records, active means well fitted curve in the direction sought with a large enough effect; inconclusive means small, poorly fitted or top-dose-only effect, or another doubt; inactive means no such curve, though single readings can be large; an effect the other way counts as inactive or inconclusive. Potency means the concentration at half of the fitted maximal effect. An excerpt; the hit share may differ from the screen's.
cpd	Molecule	Tau fibril ThT	TR SRC2 fluor cs	HTT cytoprotect	Tau fibril FP	TRb-SRC2 inh	Tau fluor counter	L3MBTL1 block	RECQ1 helicase
1	CCOc1ccc(-n2c(=O)c3sccc3n(Cc3cccc([N+](=O)[O-])c3)c2=O)cc1	-3%	-1%	-37%[inhibitor]	2%	13%	-4%	22%	-1%
2	CCOC(=O)c1c(N)sc(C(O)(C(F)(F)F)C(F)(F)F)c1-c1ccccc1	-4%	-1%	-4%	15%	-6%	?	·	i
3	O=C(CCNS(=O)(=O)c1cccs1)NC1CCN(Cc2ccccc2)CC1	-5%	-2%	-21%	3%	7%	1%	·	-11%
4	Cc1ccc(OCC(=O)Nc2cccc(-c3nc4ccccc4s3)c2)cc1	?	-18%	·	-7%	5%	?	·	·
5	COc1ccc(C(=O)N/N=C(\C)Cn2nc([N+](=O)[O-])cc2C)cc1	-15%	-1%	-17%	-3%	1%	-6%	-4%	-10%
6	COc1ccc2[nH]c(I)c(CCNC(C)=O)c2c1	-3%&-13%	-5%&-3%	-64%[inhibitor]	0%&12%	1%&-1%	2%&-7%	·	-10%
7	O=C(Nc1ccccc1Cc1ccccc1)c1oc2ccccc2c1COc1ccccc1	-6%	1%	15%[10 µM]	-4%	5%	-10%	25%	-2%
8	COC(=O)c1c(NC(=O)c2nc(SCc3cccc(C)c3)ncc2Cl)sc2c1CCCC2	-1%	1%	·	-2%	-1%	-1%	·	·
9	CCOC(=O)N1CCN(C(=O)c2ccc(CNS(=O)(=O)c3ccc(OC)cc3)cc2)CC1	-11%	1%	-5%	0%	-18%	-9%	1%	-13%
10	COCCCN(CC(=O)O)S(=O)(=O)c1ccccc1	4%	1%	-2%	2%	-9%	7%	-6%	-3%
11	Cc1ccc(-n2c(SCC(=O)NCc3ccco3)nc3sc4c(c3c2=O)CC(C)(C)SC4)cc1	-5%	-1%	-2%	-2%	-19%	3%	?	i
12	CCOc1ccc(C(=O)Nc2ccc(OCc3cc(=O)n4cccc(C)c4n3)cc2)cc1	-13%	-2%	·	0%	5%	1%	·	·
13	Cc1occc1-c1nc(-c2ccncc2)no1	-14%	1%	-22%[0.074 µM]	-11%	5%	-6%	-14%	-13%
14	CCCC(c1nnnn1CC1CCCO1)N1CCN(c2ccccc2)CC1 (stereo unspecified)	-18%	0%	-5%[10 µM]	1%	8%	-11%	0%	i
15	CCCCOc1ccc(C(C)NC(=O)CCS(=O)(=O)Cc2ccccc2Cl)cc1 (stereo unspecified)	1%	5%	?	0%	-4%	0%	15%	-5%
16	CN(C)c1cc[n+](CC(=O)c2ccc(OC(F)F)cc2)cc1	17%	0%	2%[10 µM]	4%	-5%	4%	·	1%
17	Cc1csc(=Nc2ccccc2)n1CCO	1%	-1%	-13%[10 µM]	0%	-1%	-3%	-2%	-2%
18	Cc1ccc(-n2ncc(C(=O)NCc3ccccn3)c2C2CCN(C(=O)OC(C)(C)C)CC2)c(C)c1	-10%	-31%	·	-5%	8%	-6%	·	·
19	CCCCNC(=O)[C@H](Cc1c[nH]c2ccccc12)NC(=O)c1ccccc1Cl	5%	-1%	-8%[10 µM]	0%	-4%	1%	-4%	-13%
20	CCC(C)(C)n1nnnc1C(c1cc(OC)ccc1OC)N1CCC(C(N)=O)CC1 (stereo unspecified)	-9%	-2%	-9%[10 µM]	8%	0%	-2%	-3%	i
21	CCOC(=O)N1CCC(NC(=O)c2cnn3c2NC(c2ccco2)CC3C(F)(F)F)CC1 (stereo unspecified)	-9%	15%	-2%[0.074 µM]	0%	20%	-7%	·	-14%
22	Cc1ccc(NS(=O)(=O)c2cccc(C(=O)NCCc3c[nH]c4ccccc34)c2)c(C)c1	4%	0%	-5%[10 µM]	2%	-4%	1%	-3%	0%
23	O=C(Nc1nnc(SCc2cccc3ccccc23)s1)C1COc2ccccc2O1 (stereo unspecified)	?	-2%	2%[10 µM]	-7%	-11%	-26%	-12%	-10%
24	COc1cc(NC(=O)C(C)C)ccc1NC(=O)c1ccco1	-3%	2%	-11%	-9%	-17%	-4%	-3%	i
25	CCN1CCN(Cc2ccc(NC(=O)c3ccc(C)c(NC(=O)c4nccn4C)c3)cc2C(F)(F)F)CC1	10%	-2%	-12%[10 µM]	-2%	-1%	6%	·	-15%
26	C=C(C)CNC(=S)Nc1cccc2cnccc12	4%	-6%	9%[10 µM]	-2%	-6%	-4%	12%	-9%
27	CCc1cccc(NC(=O)CCc2nc3cccnc3n2Cc2ccc(OC)cc2)c1	10%	-6%	·	-4%	-1%	-4%	·	·
28	CCOC(=O)Cn1nc(-c2ccccc2)nc1-c1ccccc1	2%	0%	0%[10 µM]	-3%	-7%	4%	1%	-1%
29	Cc1cn2c(-c3ccc(Cl)cc3)nnc2s1	-8%	1%	-15%	1%	14%	-3%	3%	1%
30	OCCCCCN=c1cc(-c2ccccc2)oc2ccc(Cl)cc12	-12%	1%	-69%[inhibitor]	3%	-4%	-7%	-4%	-13%
31	O=C(CNC(=O)c1ccco1)N/N=C/c1cccs1	-13%	-2%	12%[10 µM]	1%	-7%	-14%	-14%	-8%
32	CCOC(=O)c1c(NC(C)=O)c2c3c(sc2n1Cc1nc(-c2ccccc2OCC)oc1C)CCCC3	-5%	-3%	·	3%	-5%	-6%	·	·
33	O=C(COc1ccc2ccccc2c1)NNC(=O)Cc1ccccc1	-1%	1%	27%[10 µM]	3%	1%	-2%	6%	i
34	CCOCCCNC(=O)C1CCC(CNS(=O)(=O)c2ccc(NC(C)=O)cc2)CC1 (stereo unspecified)	3%	-2%	·	-2%	-5%	5%	·	·
35	COc1ccccc1NC(=O)c1ccc(-c2nn(C)c(=O)c3ccccc23)cc1	?	-3%	-10%[10 µM]	5%	3%	-25%	0%	-10%
36	CC(C)NC(=O)/C(C#N)=C/c1ccc2c(c1)OCCO2	-11%	-1%	-2%[10 µM]	9%	-11%	4%	8%	-4%
37	COC(=O)c1ccccc1NC(=O)c1cc2ccccn2n1	-9%	-1%	·	-15%	6%	-18%	·	·
38	COc1ccc(-c2cc(C(F)(F)F)c(C#N)c(SCC(=O)Nc3cccc(C)c3)n2)cc1	-1%	2%	·	?	2%	2%	·	·
39	CC1(C)Cc2c(c(-c3ccccc3)[nH]c(=O)c2C#N)CO1	7%	-2%	-15%[10 µM]	-10%	6%	0%	-6%	-1%
40	CCN1CCc2c(C#N)c(NCc3ccccc3)nc(N(CC)CC)c2C1	?	1%	-16%	-4%	7%	-15%	-8%	-8%
41	CCN(CC)C(=N)/C(C#N)=N/Nc1ccc(C)cc1	?	-1%	-8%[10 µM]	4%	-2%	-24%	-20%	-8%
42	Cc1ccc(C)c(N(Cc2ccccc2F)S(C)(=O)=O)c1	10%	4%	9%[10 µM]	5%	-12%	6%	36%	-5%
43	CNC(=S)N/N=C/c1ccc2c(c1)OCCO2	5%	1%	16%[10 µM]	6%	-15%	-2%	25%	-1%
44	COc1ccc(S(=O)(=O)c2cn(C)c3cc(N4CCCCC4)c(F)cc3c2=O)cc1	1%	-3%	·	6%	-4%	-4%	·	·
45	CCOC(=O)c1cc(-c2ccc3c(c2)OCO3)nc2onc(C)c12	6%	-4%	2%[10 µM]	-14%	-3%	-9%	23%	0%
46	O=C(CCN1C(=O)COc2ccccc21)NCCCN1CCN(c2ccc(F)cc2)CC1	-2%	-7%	11%	0%	10%	-4%	-1%	-10%
47	CC(N=C1NS(=O)(=O)c2ccccc21)c1ccccc1 (stereo unspecified)	15%	-2%	0%	6%	2%	11%	-1%	i
48	Cc1ccccc1COc1ccc(/C=C(\C#N)C(N)=O)cc1	-7%	0%	7%	-1%	-5%	1%	3%[11.4 µM]	i
49	CCOC(=O)c1[nH]c(C)c(CCC(=O)Nc2ccc(C(C)=O)cc2)c1C	-14%	0%	·	-3%	-4%	-11%	·	·
50	COc1ccc(/C=N/NC(=O)c2cccc(NC(=O)c3ccccc3Cl)c2)cc1OC	-20%	-2%	-71%[inhibitor]	-8%	8%	?	·	-10%
51	CCOc1ccc(C(=O)CSc2nc3cc(C(=O)NC4CCCC4)ccc3c(=O)n2CC2CCCO2)cc1 (stereo unspecified)	-2%	0%	·	-4%	2%	-9%	·	·
52	COc1ccccc1NC(=S)N1CCCC1	4%	3%	25%[0.074 µM]	-3%	1%	8%	8%	-5%
53	O=C(N/N=C/c1ccco1)C1(O)c2ccccc2-c2ccccc21	·	-1%	-7%[10 µM]	-8%	5%	-7%	·	-5%
54	O=C1c2ccccc2NC(c2cccc(O)c2)N1NS(=O)(=O)c1ccccc1 (stereo unspecified)	-11%	0%	0%	-2%	4%	-14%	·	0%
55	CCOC(=O)c1ccc(CC(=O)c2oc3cc(O)ccc3c2C)o1	?	-2%	-3%	2%	0%	?	-11%	-4%
56	Cn1c(N)c(C(=O)COC(=O)COc2ccc(C#N)cc2)c(=O)n(C)c1=O	?	-3%	11%[10 µM]	-13%	1%	-4%	10%	i
57	Cc1cc(C)c(NC(=O)C(C)Sc2nc3ccc(N4C(=O)c5ccccc5C4=O)cc3s2)c(C)c1 (stereo unspecified)	-1%	1%	19%[10 µM]	-5%	-9%	-3%	-10%	-16%
58	NC(=O)c1sc2nc3c(cc2c1N)CCCCCC3	-14%	-1%	·	1%	5%	-11%	-2%	9%
59	CCOc1ccc(C(=O)Nc2nnc(SCc3cc(=O)c4cc(C)ccc4[nH]3)s2)cc1	?	-1%	·	-7%	0%	-8%	·	·

# Records 49 through 50 from above:
cpd	Molecule	Tau fibril ThT	TR SRC2 fluor cs	HTT cytoprotect	Tau fibril FP	TRb-SRC2 inh	Tau fluor counter	L3MBTL1 block	RECQ1 helicase
49	CCOC(=O)c1[nH]c(C)c(CCC(=O)Nc2ccc(C(C)=O)cc2)c1C	-14%	0%	·	-3%	-4%	-11%	·	·
50	COc1ccc(/C=N/NC(=O)c2cccc(NC(=O)c3ccccc3Cl)c2)cc1OC	-20%	-2%	-71%[inhibitor]	-8%	8%	?	·	-10%
